From PubChem
Tb PYK inh: blocks Trypanosoma brucei pyruvate kinase; 410,000 compounds, 0.12% hits; TbPYK enzyme, Kinase-Glo Plus ATP luminescence, 45 min; AID 624173; Potency, µM (top dose mostly 76.8 µM), without a hit: at the highest dose activity, negative = inhibition, most hits filed as inhibitors; Q57TT1; also: potency is read from the fitted curve at half-maximal effect; nearly all actives have a fitted effect of over 50% in size
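TbPYK + substrate in 50 mM TEA pH 7.2, 100 mM KCl, 10 mM MgCl2, 0.05% BSA, 0.01% Tween-20; cpd pinned; ADP 130 uM final; 45 min RT; Kinase-Glo Plus 10 min; luminescence endpoint.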
HCMV inh: blocks human cytomegalovirus replication. HFF cells, HCMV-luciferase reporter, 72 h; hits give low values. activity change, negative = inhibition, % at 57.5 µM. 410,000 compounds, 4.5% hits; in the data active = activity change below about -60%; inconclusive = no clear call, values can overlap the other calls; inactive = above about -39%
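Luciferase read-out from HCMV-luciferase-infected HFFs (MOI 1 PFU/cell) 72 h post infection at 37C; compounds added after 16 h cell attachment; activity normalized between buffer-only basal and Salinomycin (10uM) inhibitor controls.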
AmpC no deterg: blocks E. coli AmpC beta-lactamase in detergent-free assay; Potency, µM (highest dose often 57.1 µM), for the others: top-dose activity change, negative = inhibition, actives largely listed as inhibitors; 330,000 compounds, 0.52% hits; P00811; AID 485341; AmpC nitrocefin hydrolysis, absorbance 480 nm, 0.0001% Triton;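 also: potency is read from the fitted curve at half-maximal effect; plate controls were no compound for no effect and no enzyme for full effect; nearly all actives have a fitted effect of over 20% in size; some results filed as inactive show a strong effect at the top dose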
Target sequence (P00811 whole entry, looked up): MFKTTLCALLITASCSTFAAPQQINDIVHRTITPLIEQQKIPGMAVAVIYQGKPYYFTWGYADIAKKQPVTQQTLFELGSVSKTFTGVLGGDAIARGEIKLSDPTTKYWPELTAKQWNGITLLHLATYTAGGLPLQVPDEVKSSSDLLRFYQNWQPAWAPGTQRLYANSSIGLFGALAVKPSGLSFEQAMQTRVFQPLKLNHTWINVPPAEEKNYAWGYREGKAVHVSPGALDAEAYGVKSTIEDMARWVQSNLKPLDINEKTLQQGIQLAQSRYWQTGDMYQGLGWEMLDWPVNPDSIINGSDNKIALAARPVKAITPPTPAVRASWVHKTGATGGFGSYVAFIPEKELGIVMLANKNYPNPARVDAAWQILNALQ
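AmpC (5.3 nM in the dispensed reagent) in 20 mM phosphate pH 7.0 with 0.01% (detergent screen) or 0.0001% Triton X-100 was preincubated with compounds for 15 min at room temperature. Nitrocefin was then added from an 800 uM solution, and hydrolysis was followed at 480 nm.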
AmpC inh detg: AmpC beta-lactamase inhibition with detergent present; AID 485294; 370,000 compounds, 0.041% hits; AmpC hydrolysis of nitrocefin, absorbance 480 nm, 0.01% Triton; Potency, µM (series often up to 114 µM), inactives show at the highest dose activity change, negative = inhibition, usual class: inhibitors;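 also: potency is read from the fitted curve at half-maximal effect; 0% = no-compound wells and -100% = no-enzyme wells; nearly all actives have a fitted effect of over 25% in size; some results filed as inactive show a strong effect at the top dose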
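AmpC (5.3 nM in the dispensed reagent) in 20 mM phosphate pH 7.0 with 0.01% (detergent screen) or 0.0001% Triton X-100 was preincubated with compounds for 15 min at room temperature. Nitrocefin was then added from an 800 uM solution, and hydrolysis was followed at 480 nm.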
Sm TGR block: blocks Schistosoma mansoni thioredoxin glutathione reductase; 360,000 compounds, 3% hits; Potency, µM (highest dose often 114 µM), inactives show at the highest dose activity change, negative = inhibition, most hits filed as inhibitors; purified TGR, DTNB reduction, TNB absorbance 405 nm; AID 485364; Q962Y6; also: potency is read from the fitted curve at half-maximal effect; nearly all actives have a fitted effect of over 60% in size
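TGR 20 nM + NADPH 100 uM (dispensed conc.), cpd preinc 15 min RT; start with NADPH (500 uM addition) then DTNB (15 mM addition). Kinetic TNB absorbance, 405 nm filter. Four-parameter Hill fit across titration.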
LmPK inh: LmPK (Leishmania mexicana) enzyme inhibition | Q27686 | purified LmPK, Kinase-Glo ATP luminescence, 1 h | Potency, µM (series often up to 57.5 µM), without a hit: at the top dose activity change, negative = inhibition, actives largely listed as inhibitors | 290,000 compounds, 0.37% hits | AID 1721; also: potency is read from the fitted curve at half-maximal effect
Target sequence (Q27686 whole entry, looked up): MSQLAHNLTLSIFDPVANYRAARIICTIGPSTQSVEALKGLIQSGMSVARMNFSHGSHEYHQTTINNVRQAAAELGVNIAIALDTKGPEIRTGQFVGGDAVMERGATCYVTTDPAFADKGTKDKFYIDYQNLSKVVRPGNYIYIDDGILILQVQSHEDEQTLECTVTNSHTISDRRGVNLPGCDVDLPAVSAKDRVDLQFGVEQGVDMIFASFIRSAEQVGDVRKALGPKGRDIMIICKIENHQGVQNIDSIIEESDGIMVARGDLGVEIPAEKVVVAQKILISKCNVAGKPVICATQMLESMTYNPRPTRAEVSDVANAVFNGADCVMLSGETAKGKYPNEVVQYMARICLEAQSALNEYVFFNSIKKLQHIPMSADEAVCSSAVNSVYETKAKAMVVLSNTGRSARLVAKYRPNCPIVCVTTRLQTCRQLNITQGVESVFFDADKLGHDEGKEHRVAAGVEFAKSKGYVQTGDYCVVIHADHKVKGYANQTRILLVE
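Screened at intermediate enzyme activity to detect both inhibitors and activators: LmPK at 0.1 nM, with a 0.5 nM enzyme column as activation reference. PEP 0.5 mM, ADP 0.1 mM; ATP detected by luminescence after 1 h.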
AMA1 RON2 block: inhibitors of Plasmodium falciparum AMA1-RON2 interaction; AlphaScreen AMA1-biotinylated RON2 peptide binding; Potency, µM (titrated, usually from 58.2 µM), without a hit: at the top dose activity change, negative = inhibition, usual class: inhibitors; 360,000 compounds, 0.2% hits; AID 720542;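 also: potency is read from the fitted curve at half-maximal effect; 0% = vehicle wells and -100% = peptide control; nearly all actives have a fitted effect of over 45% in size; some results filed as inactive show a strong effect at the top dose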
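AMA1 (3D7) with his tag at 25 nM final met compounds first, then biotinylated RON2 peptide at 25 nM; detection used donor plus acceptor beads, 10 µg/mL apiece, read by AlphaScreen after 30 min at room temperature.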
* marks the source's active call; other numbers are inactive results; ? = inconclusive; · = no result given; [ ] = dose if it differs, or a comment. Unless noted, calls follow the shape of the dose curve; as a rule, active = well fitted curve in the direction sought with a large enough effect; inconclusive = small, poorly fitted or top-dose-only effect, or another doubt; inactive = no such curve, though single readings can be large; an effect the other way counts as inactive or inconclusive. Unless noted, % is scaled to controls: 0 for no effect and ±100 for the full control effect. This is a random part of the collection. About 7.4% of those tested had a hit in this group.

no. | Structure | Tb PYK inh | HCMV inh | AmpC no deterg | AmpC inh detg | Sm TGR block | LmPK inh | AMA1 RON2 block
1 | CN(Cc1nccn1C)C(=O)c1cc(COc2ccc3ncccc3c2)on1 | 2% | -31 | 2% | 4% | -17% | 2% | -10%
2 | CC(C(=O)Nc1ccc(S(=O)(=O)N2CCCC2)cc1)N(C)Cc1ccc(F)cc1 (stereo not drawn) | 4% | -26 | 17% | -1% | 3% | · | -6%
3 | COc1ccc(OC)c2sc(NC(=O)c3ccc(S(=O)(=O)N4CCOCC4)cc3)nc12 | 4% | 5 | 7.1µM* | ? | 3% | 1% | -4%
4 | Cc1cc(OC(C)C(=O)N2CCN(CCc3ccccn3)CC2)ccc1Cl (stereo not drawn) | -6% | -9 | · | 19% | -3% | · | ·
5 | Cc1nn(CC(=O)NCCCN2CCC(Cc3ccccc3)CC2)c(=O)c2cc(-c3ccccc3)nn12 | 2% | 16 | 0% | 5% | -26% | 3% | -4%
6 | CC(C)(C)NC(=O)C(c1ccc(F)cc1)N(CCc1ccccc1)C(=O)c1ccn[nH]1 (stereo not drawn) | -9% | 5 | 121%[activator] | -1% | -12%[57.1 µM] | 6% | 32%[activator]
7 | CC(=O)C1(C)C(=O)N(c2ccc(C)cc2)C(=O)N1c1ccc(C)cc1 (stereo not drawn) | 1% | -27 | · | · | · | · | 10%
8 | Cc1cc(NC(=O)CCN2C(=O)C3C4C=CC(C4)C3C2=O)c2ccccc2n1 (stereo not drawn) | 8% | ? | -43% | 0% | 16% | 1% | -13%
9 | COc1ccc(CC(=O)OCC(=O)Nc2ncc(Cl)c(C)c2Cl)cc1 | -7% | -8 | -13% | 0% | ? | · | 7%
10 | Cc1cc(NC(=O)COC(=O)c2ccccc2O)no1 | -4% | 18 | -42% | · | · | · | -8%[11.6 µM]
11 | Clc1cc(Cl)c2nc(N3CCCCC3)sc2c1 | -10% | 57 | -13% | 4% | -3% | -9% | 17%
12 | COc1ccc(/C(N)=N/OC(=O)Cc2cccs2)cc1 | -8% | -31 | -16% | 2% | 0% | -1% | -2%
13 | CN(C)c1cccc(C(=O)Nc2cccc(S(=O)(=O)NC3=NCCC3)c2)c1 | 3% | 95 | -18% | -2% | -7% | -1% | 9%
14 | COc1cc(C(=O)O[C@H]2CC(C)=CC[C@@]3(C)CC[C@@](O)(C(C)C)[C@H]23)ccc1O | 0% | 17 | -2% | 9% | 7% | 2% | -8%
15 | CCCc1ccc(OCC(=O)Nc2scc(-c3cccs3)c2C(=O)OC)cc1 | -13% | -8 | · | 28% | -1% | · | ·
16 | Fc1ccc2cnc(-c3ccccc3)c(-c3ccc(C(F)(F)F)cc3)c2c1 | -6% | -18 | -2% | 4% | -20% | · | 1%
17 | COC(=O)C1(C(=O)OC)C/C=C\CCN(S(=O)(=O)c2ccccc2[N+](=O)[O-])CC1 | -4% | 18 | · | · | · | · | -3%
18 | NNC(=O)[C@H]1C[C@@H]1c1ccccc1 | -5% | 27 | -33% | -5% | -9% | 1% | 64%[activator]
19 | CCOC(=O)c1cc2c(c(CCO)n1)[C@@H](CCO)N(S(=O)(=O)C(C)(C)C)C2 | -3% | 10 | · | · | · | · | 4%
20 | CC1CCN(C(=O)c2ccc(NS(=O)(=O)c3ccc4[nH]c(=O)[nH]c4c3)cc2)CC1 | -2% | -98* | -37% | -9% | -2% | · | 2%
21 | COc1cccc(NC(=O)CSc2nnc(-c3cc(C)[nH]n3)n2N)c1 | -4% | 18 | -20% | 2% | 1% | 0% | 11%
22 | CCOC(=O)N1CCN(C(=O)c2ccc3c(=O)n(CCc4ccccc4)c(=O)[nH]c3c2)CC1 | 0% | -28 | ? | -2% | 2% | 0% | 6%
23 | Cc1cccc(C2=NN(c3ccc(Br)cc3)[C@@H](C(=O)N3CCOC3=O)[C@@H]2c2ccc(Cl)cc2)c1 | 3% | · | -18% | · | · | · | 51%[activator]
24 | O=C(Nc1ccc(Cl)cn1)c1cccc(OCc2ccccc2)c1 | -3% | 44 | -22% | -1% | 7% | -13% | 8%
25 | O=C(COC(=O)CNC(=O)c1ccccc1F)NC1CC1 | -14% | 1 | -16% | · | · | · | -10%
26 | Cc1cc(=O)oc2cc(OCC(=O)N/N=C/c3ccccc3O)ccc12 | 7% | 102 | 205%[activator] | -17% | 4% | 5% | 49%[activator]
27 | N#CCC(=O)Nc1ccccc1C(=O)O | 2% | 42 | -17% | -9% | -2% | -4% | -13%
28 | CCO[C@@H]1OC(C(=O)Nc2ccccc2)=C[C@H](c2coc3ccccc3c2=O)[C@H]1CCCO | 5% | 17 | 193%[activator] | 1% | 31% | 5% | -4%
29 | CC(=O)Nc1n[nH]c(-c2ccc(C)cc2)c1C | 5% | -6 | 2% | 6% | · | -1% | -15%
30 | Cc1ccc(C(=O)c2nccn2C)cc1C | 1% | -24 | -5% | -9% | 3% | 1% | -1%
31 | Cc1ccc(-c2csc(NC(=O)CN3CC(C)OC(C)C3)n2)cc1 (stereo not drawn) | 7% | -17 | 117%[activator] | -3% | -2% | 6% | -6%
32 | CC(=O)c1ccc(NC(=O)C(C)NCc2ccc(Cl)cc2)cc1 (stereo not drawn) | 2% | 5 | -7% | -4% | -1% | 1% | 0%
33 | Cc1ccccc1NC(=O)CCn1c(=O)oc2ccccc21 | 2% | -21 | -13% | ? | 1% | 1% | 11%
34 | O=C(Nc1ccccc1C(=O)Nc1nnc(C(F)(F)F)s1)c1ccccc1 | 0% | -99* | -32% | ? | 3% | -3% | -7%
35 | CC(C)CC1C(=O)N(Cc2cn(CCC3OCCO3)nn2)CCS(=O)(=O)N1Cc1ccc(-c2ccncc2)cc1 (stereo not drawn) | 4% | -15 | · | · | · | · | -3%
36 | COc1ccccc1NC(=O)Cn1c(=O)n(Cc2nc(C)no2)c(=O)c2cc3c(cc21)OCO3 | 1% | -2 | · | 0% | 0% | · | ·
37 | Cc1nc2c(C)cccn2c1C(=O)c1ccccc1 | 3% | 8 | -4% | ? | 0% | 15% | -10%
38 | CCN(CC)C(=O)Nc1ccc2c(c1)N(Cc1ccccc1)C(=O)c1ccccc1S2 | 4% | -25 | · | -4% | -8% | · | ·
39 | O=C(NCCCn1ccnc1)c1cccc(S(=O)(=O)Nc2ccccc2F)c1 | 2% | 48 | -11% | -10% | -1% | 3% | 2%
40 | Cc1ccc(OCC(=O)c2cc(C)c(C)cc2C)c([N+](=O)[O-])n1 | -9% | 67 | -10% | ? | 16µM* | 4% | 23%
41 | Cc1cccc(NS(=O)(=O)c2ccc3c(c2)CCN3C(=O)C2CC2)c1C | -9% | -34 | · | -6% | -11% | · | ·
42 | Cc1cc(O)cc(O)c1C=NCc1ccco1 | 2% | -36 | -41% | -10% | -26% | -6% | 35%[activator]
43 | Cc1ccc(CNC(=O)c2ccc3c(c2)CCN3S(=O)(=O)c2ccc(Br)cc2)cc1 | -3% | 0 | · | 12% | 4% | · | ·
44 | COc1ccc(OCc2nc3c4cc(OC)c(OC)cc4nc(=S)n3[nH]2)cc1 | -15% | -39 | -21% | -8% | -12% | 1% | 49%[activator]
45 | Cc1cccc(N2CCN(c3cc(C)nc4nnnn34)CC2C)c1 (stereo not drawn) | -10% | -24 | -9% | 1% | -2% | 0% | 13%
46 | O=C(NC1(C(F)(F)F)Oc2ccccc2O1)N1CCC2(CC1)OCCO2 | -12% | 41 | -13% | ? | 18µM* | 8% | -4%
47 | COc1ccc(C(=O)Nc2nnc(SCc3cc(=O)n4cc(Cl)ccc4n3)s2)cc1 | -7% | 34 | · | 13% | -7% | · | ·
48 | CCOC(=O)c1c(C)n(C)c2cc(Br)c(O)c(O)c12 | ? | -31 | -18% | 5% | ? | ? | 1%
49 | Cc1nn(-c2ccccc2)c(C)c1C(=O)NCc1ccc(S(N)(=O)=O)cc1 | 1% | -6 | -3% | -5% | 3% | 3% | 4%
50 | Clc1cccc(Cl)c1CSc1nnc(-c2sccc2-n2cccc2)o1 | -9% | -25 | -30% | -10% | 2% | 2% | 18%
51 | O=C(CCc1ccc(S(=O)(=O)NC2CCCCC2)cc1)NCc1ccccc1 | 10% | -33 | -9% | -7% | -9% | 3% | -2%

Record cards, from the list above.
Entry for `O=C(Nc1ccccc1C(=O)Nc1nnc(C(F)(F)F)s1)c1ccccc1` : Tb PYK inh = 0%; HCMV inh = -99*; AmpC no deterg = -32%; AmpC inh detg = ?; Sm TGR block = 3%; LmPK inh = -3%; AMA1 RON2 block = -7%
Entry for `Cc1nn(-c2ccccc2)c(C)c1C(=O)NCc1ccc(S(N)(=O)=O)cc1` : Tb PYK inh = 1%; HCMV inh = -6; AmpC no deterg = -3%; AmpC inh detg = -5%; Sm TGR block = 3%; LmPK inh = 3%; AMA1 RON2 block = 4%

Of the compounds above, these contain a Cl atom.
no. | Structure | Tb PYK inh | HCMV inh | AmpC no deterg | AmpC inh detg | Sm TGR block | LmPK inh | AMA1 RON2 block
4 | Cc1cc(OC(C)C(=O)N2CCN(CCc3ccccn3)CC2)ccc1Cl (stereo not drawn) | -6% | -9 | · | 19% | -3% | · | ·
9 | COc1ccc(CC(=O)OCC(=O)Nc2ncc(Cl)c(C)c2Cl)cc1 | -7% | -8 | -13% | 0% | ? | · | 7%
11 | Clc1cc(Cl)c2nc(N3CCCCC3)sc2c1 | -10% | 57 | -13% | 4% | -3% | -9% | 17%
23 | Cc1cccc(C2=NN(c3ccc(Br)cc3)[C@@H](C(=O)N3CCOC3=O)[C@@H]2c2ccc(Cl)cc2)c1 | 3% | · | -18% | · | · | · | 51%[activator]
24 | O=C(Nc1ccc(Cl)cn1)c1cccc(OCc2ccccc2)c1 | -3% | 44 | -22% | -1% | 7% | -13% | 8%
32 | CC(=O)c1ccc(NC(=O)C(C)NCc2ccc(Cl)cc2)cc1 (stereo not drawn) | 2% | 5 | -7% | -4% | -1% | 1% | 0%
47 | COc1ccc(C(=O)Nc2nnc(SCc3cc(=O)n4cc(Cl)ccc4n3)s2)cc1 | -7% | 34 | · | 13% | -7% | · | ·
50 | Clc1cccc(Cl)c1CSc1nnc(-c2sccc2-n2cccc2)o1 | -9% | -25 | -30% | -10% | 2% | 2% | 18%
